High-throughput results deposited in PubChem by Sanford-Burnham Center for Chemical Genomics.
ATG4B inhibitor – ATG4B (human) cysteine protease inhibition | Q9Y4P1 | ATG4B cleavage of LC3-PLA2, NBD-HPC fluorescence, 1 h | inhibition, % at 8.33 µM | actives 0.51% (n = 340,000); in the data active means inhibition above about 40%
PfGluPho inh – PfG6PD (Plasmodium falciparum) enzyme inhibition | PfGluPho enzyme, NADPH resazurin-diaphorase fluorescence | inhibition, % at 20 µM | actives 0.78% (n = 350,000) | AID 504690;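 active means inhibition reaching at least a set limit at 20 µM in the primary screen, cut at about 59% in these data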;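 further: 0% = DMSO wells with substrate and 100% = DMSO wells lacking glucose-6-phosphate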
hIAP act – human IAP activation; P09923; purified human IAP, CDP-Star luminescence, 30 min; hits give high values; 1 = vehicle-only enzyme, 0 = enzyme-free background; activation factor at 10 µM; actives 0.16% (n = 330,000);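 active means activation factor of the enzyme at least 2-fold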; further: the source names both 10 and 20 µM as test concentration; values of inactives mirror those of a sister screen read the other way
HKDC1 inh – inhibitors of human hexokinase HKDC1; recombinant HKDC1, G6PDH/diaphorase resazurin coupled fluorescence; actives 0.16% (n = 340,000); Q2TB90; inhibition, % at 20 µM;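 active means inhibition above about 35% when tested at 20 µM, limit read from the data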;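 further: plate controls were DMSO wells with enzyme for no effect and DMSO wells lacking enzyme for full effect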
Target sequence (Q2TB90 whole entry, looked up): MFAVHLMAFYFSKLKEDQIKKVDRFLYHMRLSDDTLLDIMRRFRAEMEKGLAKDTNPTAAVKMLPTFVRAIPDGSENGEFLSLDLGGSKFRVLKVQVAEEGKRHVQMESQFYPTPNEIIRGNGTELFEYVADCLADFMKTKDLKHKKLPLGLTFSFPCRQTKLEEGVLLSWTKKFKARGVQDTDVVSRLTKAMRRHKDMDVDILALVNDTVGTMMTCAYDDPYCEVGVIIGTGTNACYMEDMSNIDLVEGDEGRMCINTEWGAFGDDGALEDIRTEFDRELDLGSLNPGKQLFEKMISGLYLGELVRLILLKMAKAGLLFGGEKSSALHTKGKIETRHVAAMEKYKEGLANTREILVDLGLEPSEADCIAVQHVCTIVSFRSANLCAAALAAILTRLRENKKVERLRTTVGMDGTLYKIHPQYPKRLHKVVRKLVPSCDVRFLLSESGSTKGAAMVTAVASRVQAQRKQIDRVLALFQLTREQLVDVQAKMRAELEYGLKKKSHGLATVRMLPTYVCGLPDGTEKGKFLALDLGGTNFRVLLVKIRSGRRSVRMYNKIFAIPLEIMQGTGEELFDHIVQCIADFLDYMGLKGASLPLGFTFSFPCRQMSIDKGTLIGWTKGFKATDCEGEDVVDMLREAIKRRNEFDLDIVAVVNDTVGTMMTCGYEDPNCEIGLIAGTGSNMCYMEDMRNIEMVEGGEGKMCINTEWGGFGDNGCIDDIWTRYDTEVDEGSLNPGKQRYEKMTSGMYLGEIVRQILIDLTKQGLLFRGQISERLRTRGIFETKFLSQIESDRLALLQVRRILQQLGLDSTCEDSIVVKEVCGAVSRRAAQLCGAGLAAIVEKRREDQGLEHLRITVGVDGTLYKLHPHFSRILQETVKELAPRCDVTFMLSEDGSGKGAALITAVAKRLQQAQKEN
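Material – in-house recombinant HK5 (HKDC1) enzyme · Quantity – HKDC1 at 5 µg/mL · Buffer or medium – pH 8.0 Tris buffer with 10 mM MgCl2 · Reagent – glucose with 1 mM ATP · Dosing – single 20 µM dose · Times – reaction time 90 min, room temperature, protected from light · Technique – resorufin fluorescence at 613 nm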
mIAP act – increases mouse intestinal alkaline phosphatase activity; activation factor at 10 µM; AID 2805; muIAP, CDP-Star luminescence, 30 min; hits give high values; 1 = vehicle-only enzyme signal, 0 = enzyme-free wells; actives 0.24% (n = 330,000);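 active means activation factor of at least 2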; further: the source names both 10 and 20 µM as test concentration; values of inactives mirror those of a sister screen read the other way
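Assay system: mouse IAP enzyme; Reagent: CDP-Star chemiluminescent phosphatase substrate; Compound: DMSO-dissolved test compounds; Incubation: 30 min, room temperature; Technique: luminescence from enzymatic CDP-Star hydrolysis; Controls: DMSO-only wells and no-enzyme negative control.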
hIAP inh – blocks human intestinal alkaline phosphatase; actives 0.12% (n = 330,000); P09923; AID 2544; inhibition, % at 10 µM; purified IAP, CDP-Star luminescence, 30 min;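 active means inhibition reaching a set limit with compound at 10 µM in the primary screen, cut at about 35% in these data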;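 further: plate controls were DMSO wells with enzyme for no effect and no-enzyme buffer wells for full effect; values of inactives mirror those of a sister screen read the other way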
mIAP inh – mouse IAP inhibition; actives 0.2% (n = 330,000); purified mouse IAP, CDP-Star luminescence, 30 min; inhibition, % at 10 µM;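 active means inhibition of at least 40% at 10 µM in the primary screen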;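 further: plate controls were DMSO with enzyme for no effect and no enzyme wells for full effect; values of inactives mirror those of a sister screen read the other way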
APOBEC3A inh – inhibitors of human APOBEC3A DNA deaminase | P31941 | recombinant A3A, FAM/TAMRA ssDNA deamination fluorescence | inhibition, % at 20 µM | actives 0.41% (n = 330,000) | AID 493011;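 active means at least 40% inhibition at 20 µM here, with at most 30% in a related deaminase screen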;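 further: plate controls were A3A with DMSO for no effect and wells lacking A3A enzyme for full effect; some results filed as inactive read as strong as hits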
Target sequence (P31941 whole entry, looked up): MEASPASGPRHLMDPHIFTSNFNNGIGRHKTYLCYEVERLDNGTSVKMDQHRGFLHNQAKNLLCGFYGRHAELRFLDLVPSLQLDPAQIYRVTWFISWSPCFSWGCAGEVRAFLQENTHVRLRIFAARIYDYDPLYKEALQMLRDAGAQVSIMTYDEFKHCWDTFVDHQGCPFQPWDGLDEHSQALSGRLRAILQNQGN
* hit, by the source's call.

SMILES	ATG4B inhibitor	PfGluPho inh	hIAP act	HKDC1 inh	mIAP act	hIAP inh	mIAP inh	APOBEC3A inh
CCOC(=O)c1c(-c2ccc(-c3ccccc3)cc2)csc1NC(=O)C1C2CCC(O2)C1C(=O)O (configuration not stated)	5	5	1.2	8	0.88	-20	12	-2
CC(=O)c1ccc(S(=O)(=O)Nc2ccc(-c3ccc4nnc(C)n4n3)cc2)cc1	-18	-3	1.1	-1	0.91	-8	9	-2
COc1cccc(OCc2ccc(Cl)cc2)c1C#N	6	1	1	1	1	-2	-3	-2
Cc1noc(C)c1S(=O)(=O)Nc1ccc2c(c1)C(=O)N([C@H](C)CO)C[C@H](C)[C@@H](CN(C)S(=O)(=O)c1ccccc1)O2	0	-11	1	3	1.1	-1	-6	-5
CCOC(=O)c1cc(C)n(-c2ccc(OC)c(OC)c2)c1C	-3	0	0.92	0	1.1	8	-11	-3
COc1ccccc1-c1cc(C(=O)N/N=C/c2sccc2C)c2ccccc2n1	7	21	0.87	-3	0.9	13	10	1
COc1ccc(-n2cnnc2)cc1	1	-9	0.96	2	1	4	0	-15
CCC(=O)Nc1nc2ccc(NC(=O)COc3ccccc3)cc2s1	2	-3	0.9	-5	1	10	0	-2
CCCOc1ccc(/C=N/NC(=O)c2ccc3c(c2)OCO3)c(OCCC)c1	0	-1	1.1	1	1.1	-11	-6	-5
O=C(NCCc1ccccc1F)C1CCC(=O)N(CCCN2CCCC2=O)C1 (configuration not stated)	-1	13	1	-4	1	-4	0	3
CC(Oc1ccc(Br)cc1)c1nc2c3ccccc3nc(=S)n2[nH]1 (configuration not stated)	5	-6	1.1	-24	0.92	-13	8	0
COc1ccc(CC(NC(C)=O)C(=O)NC2CCN(C(=O)NCc3ccccc3)CC2)cc1OC (configuration not stated)	12	5	0.83	10	1	17	-2	3
Cc1ccc(NC(=O)CN(C)CC(=O)Nc2cccc(F)c2)cc1[N+](=O)[O-]	-2	-1	1.5	-8	1	-53	-5	-5
C[N+]1(C)CC2=Cc3ccccc3CC2C1 (configuration not stated)	-1	-10	1.1	-7	0.99	-11	0	-1
COc1ccc(-c2sc3ccc(N4CCOCC4)cc3c2C#CC2(O)CCCCC2)cc1	-15	33	1	2	1	-2	-1	-1
Cc1cccc(C(=O)N2CCC(N3CCC(C(=O)N4CCOCC4)CC3)CC2)c1	-3	-3	1	-7	0.94	-2	6	0
O=C(Cc1cccs1)Nc1nc(-c2ccccc2)cs1	-8	21	0.92	-3	1.1	8	-14	0
COc1ccc(CC(=O)Nc2nc3n(n2)C(c2ccccc2)CC(=O)N3)cc1OC (configuration not stated)	-4	-3	1.2	-9	0.96	-23	4	0
Cn1cc(-c2ccc(Cl)cc2)cc(C#N)c1=O	-8	-3	0.87	-5	0.95	13	5	-3
COc1ccc(-n2nc3c(c2NC(=O)c2cc4ccccc4o2)CS(=O)(=O)C3)cc1	-3	-7	1.3	10	0.95	-25	5	0

Another view of part of the listing above.
Every second line gives: ATG4B inhibitor, PfGluPho inh, hIAP act, HKDC1 inh, mIAP act, hIAP inh, mIAP inh, APOBEC3A inh
C[N+]1(C)CC2=Cc3ccccc3CC2C1 (configuration not stated)
 : -1, -10, 1.1, -7, 0.99, -11, 0, -1
COc1ccc(-c2sc3ccc(N4CCOCC4)cc3c2C#CC2(O)CCCCC2)cc1
 : -15, 33, 1, 2, 1, -2, -1, -1

Carrying on:
SMILES	ATG4B inhibitor	PfGluPho inh	hIAP act	HKDC1 inh	mIAP act	hIAP inh	mIAP inh	APOBEC3A inh
CCOc1ccc(C(C#N)N2CCOCC2)cc1OC (configuration not stated)	-5	4	1	-4	0.95	-5	5	2
Nc1nc2sc3c(c2c(=O)s1)CCCC3	-10	17	1.1	-4	1	-9	-5	2
COc1cccc(/C=N/N=C(\N)c2nonc2N)c1O	-5	-1	1.1	-7	0.99	-12	1	-2
COc1ccc(NC2CCCN(C(=O)C3(C)CCCCC3)C2)cc1 (configuration not stated)	19	8	1.3	1	1	-26	0	-3
CCOC(=O)N/N=C/c1ccc(N(CC)CC)cc1O	10	-14	1.4	6	0.99	-39	1	-2
Cc1c(Cl)cccc1NC(=S)N1CCN(S(=O)(=O)c2cccs2)CC1	4	8	1.1	-2	1.2	-10	-18	-7
CC(C)[C@H](NC(=O)Nc1ccc2c(c1)OCCO2)C(=O)O	4	-7	0.94	-12	1	6	0	-4
COc1cccc2cc(C(C)N(CCCN3CCOCC3)C(=S)Nc3cc(C)ccc3C)oc12 (configuration not stated)	28	11	1.2	-1	1	-16	-2	-1
CCCCCNC(=O)c1ccc2c(c1)ncn2-c1ccc(OC)cc1	9	0	1	2	0.95	0	5	-2
Cn1cc(C(=O)C(=O)NCCc2ccccc2)c2ccccc21	7	15	1.1	-5	0.94	-12	6	2
CCOC(=O)c1ccc(Oc2cn[nH]c2-c2ccc(OCC(=O)NN)cc2O)cc1	0	-22	2.4*	1	0.94	-136	6	15
CCCOc1ccc(C(F)(F)F)cc1NC(=O)CCc1c(C)noc1C	2	6	1	-3	1.1	-5	-12	2
Cc1cccc(NC(=O)CCN2CCCCC2)c1	-1	-18	1	-7	1	-3	-1	-8
COc1cc(NC(=O)CSc2nnc3c(n2)[nH]c2ccc(S(=O)(=O)NC(C)C)cc23)cc(OC)c1OC	-6	3	1.1	8	0.76	-8	24	23
CCCCOC(=O)C1=C(C)NC2(O)c3ccccc3C(=O)C12O (configuration not stated)	-11	-6	1	-7	0.9	-2	10	-3
NC(=O)COC(=O)CCCc1nc2ccccc2s1	-11	-3	1	-9	0.93	0	8	-1
O=c1nc(Nc2ccc(Br)cc2)sc2ccc([N+](=O)[O-])cc12	5	34	1.1	-7	0.94	-10	6	5
COc1ccc(C2(CNC(=O)c3ccc(OC)c([N+](=O)[O-])c3)CCCCC2)cc1OC	-12	85*	0.92	-3	1	8	-2	-5
O=C(COc1coc(CN2CCN(c3ccccc3F)CC2)cc1=O)N1CCc2ccccc21	1	-7	1.1	-3	1	-12	-1	2
Cc1cc(C)nc(NS(=O)(=O)c2ccc(NC(=S)NC(=O)C3CCCC3)cc2)n1	2	-39	1.1	-3	0.99	-14	1	-5
Cc1ccc2c(Cl)c(C(=O)NCC3CCCO3)sc2c1 (configuration not stated)	0	7	1.2	-2	1	-25	-4	0
Cn1c(=O)c2c(nc(N3CCN(c4ccc([N+](=O)[O-])cc4)CC3)n2C)n(C)c1=O	9	0	0.98	-2	0.92	2	8	-3
Cc1ncc([N+](=O)[O-])n1CC(=O)Nc1ccc(F)cc1F	12	-19	1	-1	0.97	-4	3	0
COc1ccc(-c2cn(CCO)nc2-c2ccc(OC)cc2)cc1	5	-4	1.1	-6	0.97	-6	3	4
Cc1nc2ccc(S(=O)(=O)NCC(=O)Nc3cccc(F)c3)cc2s1	-13	16	0.91	-8	0.99	9	1	-1
COc1ccc(CCN(C)CCCC(C#N)(c2cc(OC)c(OC)c(OC)c2)C(C)C)cc1OC (configuration not stated)	1	-1	0.92	-5	1	8	0	-3
NS(=O)(=O)c1ccc(NC(=O)CSc2n[nH]c(=O)n2Cc2ccccc2)cc1	-12	4	1.1	-6	0.93	-9	7	-2
Cc1ccc(C(=O)N(CC(=O)NC2CCCC2)c2ccc3c(c2)OCCO3)s1	-10	-7	1.1	-4	1.1	-13	-12	-1
C#Cc1ccc(CN2CCC(Oc3ccc(C(=O)NCc4ccccn4)cc3)CC2)cc1	18	9	1.1	-3	1	-14	-3	-3
CCN(CC)S(=O)(=O)c1ccc(C)c(NC(=O)COC(=O)C=C(C)C)c1	-9	2	1.2	-11	1	-16	-3	2
C=CCn1cc(-c2ccccc2)cc(C#N)c1=O	-4	-19	1.3	-7	1	-27	-1	5
O=C(CC1CCCCC1)c1c(O)c2ccccc2oc1=O	2	-14	0.84	-1	0.99	16	0	-2
O=C1/C(=C/c2ccccc2)CCC1C1CCCC1 (configuration not stated)	4	-12	0.96	-3	0.97	4	3	-1
O=C(Nc1ccc(F)cc1)c1ccc2c(c1)S(=O)(=O)N=C1CCCCCN12	-4	9	1	2	1	-4	-2	1
COc1ccccc1NC(=O)c1c(N=Cc2c(O)ccc3ccccc23)cnn1C	-3	35	1.1	20	0.96	-14	4	-3
O=C(CCc1ccccc1)Nc1ccc(NC(=O)C2CC2)nc1	-16	7	0.96	-5	0.87	4	13	0
C=CCNC(=O)C(=O)N/N=C/c1ccco1	-1	-3	1.1	-7	1	-6	0	1
CC(C)N1C(=O)CCN(C=O)c2ccccc21	0	-13	1.1	0	0.95	-9	5	-6
O=C(OCn1nnc2ccccc2c1=O)c1ccc(O)cc1	0	-24	1	-4	1	0	-5	-4
CCOC(=O)CN(C(=O)CSc1nnc2c(n1)[nH]c1ccccc12)c1ccccc1	-9	-13	1.1	-6	0.88	-12	12	1
CCCCCC1CCC(C(=O)O)CC1 (configuration not stated)	1	-11	1.2	-6	0.97	-18	3	-4
Cc1ccc(-n2nc3c(N4CCC(C(=O)NCc5cccc(F)c5)CC4)nnc(C)c3c2C)cc1	28	18	1.3	1	1.1	-26	-8	0
Cc1cc(Cl)c2oc(C(=O)N(C)CCCN3CCOCC3)c(C)c2c1	-4	2	1.2	-4	0.99	-19	1	-3
Cc1ccc(-c2nc(C#N)c(NCCN3CCCCC3)o2)cc1	-2	-3	0.96	-6	0.91	4	9	-3
O=C(/C=C/NNC(=O)c1ccccc1)c1ccc(Br)cc1	-1	-17	1.1	-11	0.83	-8	17	-17
CN(Cc1ccccc1)C(=O)COC(=O)CN1C(=O)c2ccccc2C1=O	-13	8	0.98	-3	1.1	2	-5	-2
COC(=O)Cc1ccc(NC(=S)Nc2cccc(C)n2)cc1	16	22	1.1	10	0.99	-9	1	0
CCC1CCCCN1S(=O)(=O)c1ccc(NC(=O)c2nc(S(C)(=O)=O)ncc2Cl)cc1 (configuration not stated)	1	25	0.78	14	0.94	22	6	-3
COc1ccc(/C=N/n2cnnc2)cc1Br	8	1	0.9	-1	0.99	10	1	-1
CCCCN(C(=O)c1ccc([N+](=O)[O-])o1)c1c(N)n(CCCC)c(=O)[nH]c1=O	6	-3	0.96	-4	1	4	-1	2

Three of the compounds above, with bars between the fields.
SMILES | ATG4B inhibitor | PfGluPho inh | hIAP act | HKDC1 inh | mIAP act | hIAP inh | mIAP inh | APOBEC3A inh
CCCCN(C(=O)c1ccc([N+](=O)[O-])o1)c1c(N)n(CCCC)c(=O)[nH]c1=O | 6 | -3 | 0.96 | -4 | 1 | 4 | -1 | 2
CCCCCC1CCC(C(=O)O)CC1 (configuration not stated) | 1 | -11 | 1.2 | -6 | 0.97 | -18 | 3 | -4
COc1ccc(/C=N/n2cnnc2)cc1Br | 8 | 1 | 0.9 | -1 | 0.99 | 10 | 1 | -1

(continued)
SMILES	ATG4B inhibitor	PfGluPho inh	hIAP act	HKDC1 inh	mIAP act	hIAP inh	mIAP inh	APOBEC3A inh
CCOc1ccccc1-c1nc(C(N)=O)c2[nH]c(=O)n(-c3cccc(C)c3)c2n1	-7	4	1.5	4	0.97	-50	2	-2
Cc1ccc(C=C2C(=O)c3ccccc3C2=O)s1	3	20	0.92	5	1	8	0	2
N#Cc1nc(-c2ccc(OCc3ccccc3)cc2)oc1NCc1cccnc1	-6	-8	1	-1	0.98	-2	2	-5
COc1ccc(-c2c(C)oc3c(CN4CCCCC4C)c(O)ccc3c2=O)cc1 (configuration not stated)	5	-4	1.1	-5	1	-6	-1	-5
CC1(c2ccccc2)NC(=O)N(N)C1=O (configuration not stated)	-5	-4	0.92	5	0.94	8	6	2
CC(Cl)C(=O)c1c[nH]c2ccccc12 (configuration not stated)	-3	2	1.1	-5	1	-6	-4	1
CCN1C(=O)c2ccccc2S(=O)(=O)c2ccc(C(=O)N3CCOCC3)cc21	-4	8	1	-2	1.1	-4	-12	-3
CCCCNC(=S)NNC(=O)c1nn(C)c(C)c1Cl	-7	11	1.6	0	0.79	-64	21	-1
